High-throughput results as filed in PubChem.
ATXN2 expr inh: inhibitors of ATXN2 expression. HEK-293 ATXN2-luciferase reporter, luminescence, 24 h. Potency, µM (series often up to 57 µM), for the others: at the top dose activity change, negative = inhibition, usual class: inhibitors. 0.72% of 360,000 active; note: nearly all actives have a fitted effect of over 55% in size
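qHTS (up to 57 uM final) was run with 24 h compound exposure of reporter cells at 37 °C. Each well was multiplexed: SteadyGlo luminescence measured ATXN2-luciferase expression after a fluorogenic Gly-Phe-AFC viability readout (25 uM final).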
KB-3-1 cytotox: KB-3-1 parental cell cytotoxicity; KB-3-1 viability, CellTiter-Glo ATP luminescence, 72 h; 1.4% of 400,000 active; Potency, µM (series often up to 46.1 µM), inactives show top-dose activity change, negative = cytotoxic, usual class: cytotoxic; note: nearly all actives have a fitted effect of over 60% in size
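Parental KB-3-1 adenocarcinoma cells in phenol-red-free DMEM with 10% FBS were pin-treated with compounds at several concentrations, incubated 72 h at 37 °C, and viability read by CellTiter-Glo luminescence; concentration-effect curves were fitted after normalization.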
KB-V1 cytotox: KB-V1 MDR subline cytotoxicity | KB-V1 MDR cells viability, CellTiter-Glo, 72 h | 3.4% of 400,000 active | AID 1347076 | Potency, µM (titrated, usually from 46.1 µM), for inactives: at the highest dose activity change, negative = cytotoxicity, actives largely listed as cytotoxic; note: nearly all actives have a fitted effect of over 60% in size
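qHTS viability screen in drug-selected KB-V1 MDR cells: 72 h compound treatment at 37 degrees C, ATP luminescence end point.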
The depositor's hits bear a star; ? = inconclusive; [ ] = dose if it differs, or a comment. Calls come from the whole dose curve; as a rule, active = well fitted curve in the direction sought with a large enough effect; inconclusive = small, poorly fitted or top-dose-only effect, or another doubt; inactive = no such curve, though single readings can be large; an effect the other way counts as inactive or inconclusive. % is set by controls: 0 for no effect and ±100 for the full control effect; potency is the fitted concentration of half-maximal effect. A portion of the library; rates above refer to the full screens.

SMILES | ATXN2 expr inh | KB-3-1 cytotox | KB-V1 cytotox
CCCCOc1ccc(C(=O)N(Cc2ccc(C(C)C)cc2)C2CCS(=O)(=O)C2)cc1 (stereo not given) | -31% | ? | ?
COc1ccc(NC(=O)Cn2c(=O)n(CCCC(=O)NCc3ccccc3OC)c(=O)c3ccccc32)cc1Cl | 5% | 6% | ?
Cc1cccc(NC(=O)N2CCC(CN3CCC(C)CC3)CC2)c1C | -9% | -3% | -21%
CCOC(=O)CSc1nc2ccc(NC(=O)COc3ccc(F)cc3)cc2s1 | 6% | 8% | -7%
O=C1N(Cc2ccccc2Cl)c2ccccc2C1(O)c1c[nH]c2ccccc12 (stereo not given) | 0% | 1% | ?
Cc1ccc(-c2nc(S(=O)(=O)c3ccc(F)cc3)c(N3CCN(c4ccccc4)CC3)o2)cc1 | -3% | 1% | -7%
O=C(CN1C(=O)CCc2cc(S(=O)(=O)N3CCOCC3)ccc21)NCc1ccccc1Cl | 14% | 3% | 16%
Cc1ccc(CCNC(=O)C(C)n2nc(C)c3c(C)n(-c4ccc(C)cc4)nc3c2=O)cc1 (stereo not given) | ? | -7% | ?
COc1cc(OC)c(NC(=O)c2cn(C)c(=O)c3cc(OC)c(OC)cc23)cc1Cl | 5% | -2% | 6%
Cc1ccc(OC(C)C(=O)N2CCN(CCc3ccccn3)CC2)cc1C (stereo not given) | -4% | ? | -13%
CCc1ccc2c(c1)c(=O)c(C(=O)c1ccc(C)cc1)cn2CC(=O)Nc1ccc2c(c1)OCCO2 | 12% | 0% | ?
O=C(CSc1nc2ccccc2nc1Cc1ccccc1F)Nc1cccc(C(F)(F)F)c1 | 13% | 15% | 0%
Cc1cc(C(F)(F)F)c2c(N)c(C(=O)Nc3c(Cl)cccc3Cl)sc2n1 | -2% | -13% | 13%
Cc1cc(C)cc(NS(=O)(=O)c2ccc(-n3cccn3)cc2)c1 | -20% | -20% | -5%
COc1ccc(CCNC(=O)CCc2c(C)nc3c(c(C)nn3-c3ccc(C)c(C)c3)c2C)c(OC)c1OC | 0% | -5% | 0%

Profiles as entered above. Order of screens: ATXN2 expr inh	KB-3-1 cytotox	KB-V1 cytotox
Cc1cc(C)cc(NS(=O)(=O)c2ccc(-n3cccn3)cc2)c1 is listed with -20%	-20%	-5%
Cc1ccc(-c2nc(S(=O)(=O)c3ccc(F)cc3)c(N3CCN(c4ccccc4)CC3)o2)cc1 is listed with -3%	1%	-7%
CCOC(=O)CSc1nc2ccc(NC(=O)COc3ccc(F)cc3)cc2s1 is listed with 6%	8%	-7%
COc1ccc(NC(=O)Cn2c(=O)n(CCCC(=O)NCc3ccccc3OC)c(=O)c3ccccc32)cc1Cl is listed with 5%	6%	?
O=C1N(Cc2ccccc2Cl)c2ccccc2C1(O)c1c[nH]c2ccccc12 (stereo not given) is listed with 0%	1%	?

The list goes on:
SMILES | ATXN2 expr inh | KB-3-1 cytotox | KB-V1 cytotox
Cc1ccc2cc3cc(C(=O)N4CCN(c5ccccc5)CC4)sc3nc2c1 | 11% | 16% | ?
Cc1ccc(C)c(N2CCN(C(=O)c3ccc(NC(=O)c4nsc5ccccc45)cc3)CC2)c1 | 72%[activator] | 10% | -21%
CCn1ccc2cc(S(=O)(=O)N3CCCN(C(=O)Nc4ccccc4F)CC3)ccc21 | -5% | 1% | -30%
COC(=O)c1ccc(NC(=O)C(=O)NCCc2csc3nc(-c4ccccc4F)nn23)cc1 | -1% | 2% | 7%
CCOc1ccc(C(CC(=O)Nc2ccc(C(=O)OC)cc2)N2Cc3ccccc3C2=O)cc1OC (stereo not given) | 3% | 3% | -7%
CN(C)C(=O)c1c(NC(=O)c2ccccc2F)sc2c1CCCC2 | -21% | 10% | -4%
O=C(CC1C(=O)OCCN1Cc1ccccc1)Nc1ccc(F)cc1 (stereo not given) | 1% | 7% | 22%
O=C(CN1C(=O)CSc2ccc(S(=O)(=O)N3CCCCC3)cc21)NCc1ccc(F)cc1Cl | -10% | -24% | -14%
CC(C)Oc1ccc(CNC(=O)C2CCCN(S(=O)(=O)c3ccc4c(ccn4C)c3)C2)cc1 (stereo not given) | -7% | ? | -24%
Cc1ccc(OC(C)C(=O)N2CCN(CCc3ccncc3)CC2)cc1C (stereo not given) | 1% | -5% | -3%
CC(=O)c1ccc(NC(=O)COc2ccccc2-c2nc(-c3ccc(C)cc3)no2)cc1 | 15% | 22% | -1%
COc1ccc2oc(-c3ccc(NC(=O)c4ccc(Cl)cc4Cl)cc3)nc2c1 | 0% | 1% | 25%
CC(C)OCCCNC(=O)C(=O)Nc1c2c(nn1-c1ccccc1)CS(=O)(=O)C2 | 7% | -1% | -9%
CC(=O)N1c2ccc(S(=O)(=O)N3CCCCCC3)cc2CC1C(=O)NCc1cccc(C)c1 (stereo not given) | 0% | -1% | 0%
O=C(Nc1nc(-c2ccccc2)ns1)c1ccc(Cl)cc1 | 2% | 7% | 13%
CCCn1ccc2c(OCC(=O)NCc3ccc(C)cc3)cccc2c1=O | -17% | 4% | 26%
Cn1cc(C(=O)N2CCN(c3cccc(C(F)(F)F)c3)CC2)c2c3ccccc3n(C)c2c1=O | ? | ? | ?
COc1ccc(Nc2cc(C(=O)NCc3ccccc3OC)c3ccccc3n2)cc1 | -5% | -1% | -19%
O=C(NCc1ccccc1F)c1sc2ncccc2c1-n1cccc1 | -11% | 5% | -13%
CC(=O)N1CCc2c(sc3c2c(=O)n(-c2ccccc2)c(=O)n3CC(=O)c2ccccc2)C1 | -11% | -6% | ?
COc1ccc(OC)c(NC(=O)CN(C)S(=O)(=O)c2ccc(C(=O)N3CCOCC3)s2)c1 | 4% | -1% | -2%
COc1ccccc1CN1CCN(C2CCN(C(=O)NC(C)C)CC2)C(=O)C1=O | 8% | -5% | ?
O=C(O)C1=CC(c2ccc(Br)cc2)n2ncnc2N1 (stereo not given) | -1% | 15% | ?
CCOC(=O)CC(NS(=O)(=O)c1cc(-c2cc(C)no2)ccc1C)c1ccc(C)cc1 (stereo not given) | ? | -4% | -12%
Cc1cccn2c(=O)c(/C=C(\C#N)c3nc4ccccc4s3)c(Oc3ccc(Br)cc3)nc12 | -3% | 8% | 7%
CCOC(=O)c1ccc(NC(=O)c2c(NCc3cccs3)sc3c2CCCC3)cc1 | ? | 0% | 7%
CC(=O)c1c(C)n(-c2cccc(C)c2)c2ccc(OC(=O)COc3ccccc3)cc12 | 13% | 1% | ?
COc1cccc(NC(CNS(=O)(=O)c2ccc(Cl)cc2)c2ccccc2)c1 (stereo not given) | ? | 18µM* | -11%
CCC(=O)N1CCc2cc(S(=O)(=O)NCCC(=O)NC(C)c3ccccc3)ccc21 (stereo not given) | 4% | 16% | 9%
CCCCOc1ccc(S(=O)(=O)n2nc(C)c(S(=O)(=O)N3CCC(C)CC3)c2C)cc1 | -1% | -1% | -4%
Cc1ccc(CNC(=O)c2cc(-c3ccc(Cl)cc3)on2)cc1 | 7% | 0% | 16%
COc1cccc(-c2ccc3c(N)c(C(=O)Nc4cc(C(F)(F)F)ccc4OC)sc3n2)c1 | 5% | 1% | -3%
O=C(CS(=O)(=O)c1cccc2nsnc12)N1CCN(c2cccc(Cl)c2)CC1 | 0% | -13% | 0%
CC1CCCN(Cc2c(O)ccc3c(=O)c(Oc4ccc(C(C)(C)C)cc4)c(C(F)(F)F)oc23)C1 (stereo not given) | 4% | 2% | 16%
CCCCOc1ccc(CNC(=O)C2CCCN(c3nnc(-n4c(C)ccc4C)s3)C2)cc1 (stereo not given) | 3% | ? | ?
COc1ccc(Cl)cc1NC(=O)Cn1ncc2c3ccccc3n(C)c2c1=O | -3% | -4% | 27%
Clc1cccc(-n2ncc3c(N4CCCCCC4)ncnc32)c1 | 72%[activator] | -1% | 8%
COc1ccc(NC(=O)CN(c2cccc(C)c2C)S(=O)(=O)c2ccccc2)cc1OC | 8% | 18% | ?
Fc1ccc(Cc2cn3cc(-c4ccc(F)cc4)nc3s2)cc1 | -30% | -16% | 16%
CC1=C(C(=O)Nc2cccnc2)C(c2ccccc2)n2nc(-c3ccc(O)cc3)nc2N1 (stereo not given) | 7% | -1% | 13%
COc1ccc(CNC(=O)C2=C(C)C(=O)OC23CCCCC3)cc1OC | 0% | -1% | 1%
CC1=C(c2ccc(C)c(C)c2)S(=O)(=O)N=C1N1CCC(C(=O)Nc2cccc(F)c2)CC1 | -2% | 6% | 0%
CC(=O)c1ccc(NC(=O)C2Cc3ccccc3N2C(=O)c2ccccc2)cc1 (stereo not given) | 6% | 1% | 20%
Cn1ccc2cc(S(=O)(=O)N3CCCN(C(=O)Nc4ccc(Br)cc4)CC3)ccc21 | -24% | -11% | ?
Nc1c(C(=O)Nc2ccccc2)sc2nc3c(cc12)CN(Cc1ccccc1)CC3 | -3% | 5% | 7%
COc1ccc(CNC(=O)Cc2csc3nc(-c4ccc(F)cc4)cn23)cc1 | 0% | -2% | -19%
O=C(CN1C(=O)C2(SCC(=O)N2c2ccccc2)c2ccccc21)NCc1ccccc1 (stereo not given) | 2% | 15% | ?
CCOc1ccc(C(=O)c2cn(CC(=O)Nc3ccc(OC)cc3)c3cc4c(cc3c2=O)OCO4)cc1 | 11% | 25% | -14%
O=C(NC1(C(F)(F)F)C(=O)Nc2c1c(=O)[nH]c(=O)n2CCc1ccccc1)c1ccc(Cl)cc1 (stereo not given) | 14% | 8% | 8%
CC1CCCCN1CCCNC(=O)Cn1ncc2c3ccccc3n(Cc3ccccc3F)c2c1=O (stereo not given) | -24% | -18% | 5%
Cc1ccccc1NC(=O)Cn1c(SCC(=O)Nc2ccc(F)cc2)nc2ccccc21 | -3% | -2% | 0%
COc1ccc(N2Cc3cccc(C(=O)Nc4ccc(C)c(C)c4)c3C2=O)cc1 | 12% | 3% | 24%
CCOC(=O)c1c(C)[nH]c(C)c1S(=O)(=O)N1CCC(C(=O)Nc2ccccn2)CC1 | 10% | -1% | ?
COc1ccc(-n2c(=O)c3c4c(sc3n(Cc3cc(C)ccc3C)c2=O)CN(C(C)=O)CC4)c(OC)c1 | ? | -14% | -11%
Cc1ccc(Cn2c(CN3CCC(C(=O)NCC(C)c4ccccc4)CC3)cc3ccccc32)cc1 (stereo not given) | 4% | -5% | 0%
CCCCc1ccc(NC(=O)C2(C)Cc3ccccc3C(=O)O2)cc1 (stereo not given) | -1% | -1% | 16%
CCOCCn1ccc2c(OCC(=O)NCc3ccc(C)cc3)cccc2c1=O | 0% | 8% | -5%
CCCC(=O)N(c1ccc2oc(C)c(C(C)=O)c2c1)S(=O)(=O)c1ccc(C)cc1 | -6% | ? | ?
CC1CCN(S(=O)(=O)c2ccc3nc(N4CCN(c5ccc(F)cc5)CC4)ccc3c2)CC1 | 8% | 11% | ?
CCOc1cccc(C(=O)N(Cc2ccc(C(C)C)cc2)C2CCS(=O)(=O)C2)c1 (stereo not given) | 5% | -4% | -14%

Four records drawn at random from the list so far, as already listed:
SMILES | ATXN2 expr inh | KB-3-1 cytotox | KB-V1 cytotox
CCCCc1ccc(NC(=O)C2(C)Cc3ccccc3C(=O)O2)cc1 (stereo not given) | -1% | -1% | 16%
CCOc1cccc(C(=O)N(Cc2ccc(C(C)C)cc2)C2CCS(=O)(=O)C2)c1 (stereo not given) | 5% | -4% | -14%
Cc1ccc(Cn2c(CN3CCC(C(=O)NCC(C)c4ccccc4)CC3)cc3ccccc32)cc1 (stereo not given) | 4% | -5% | 0%
CCCC(=O)N(c1ccc2oc(C)c(C(C)=O)c2c1)S(=O)(=O)c1ccc(C)cc1 | -6% | ? | ?

(further entries)
SMILES | ATXN2 expr inh | KB-3-1 cytotox | KB-V1 cytotox
COc1ccc(-c2c3c(=O)n(C)c(=O)n(C)c3c3n2-c2ccccc2NC3c2ccco2)cc1 (stereo not given) | -21% | 0% | -4%
Cc1ccc(S(=O)(=O)c2nc(S(=O)(=O)c3ccccc3)sc2NCCCOC(C)C)cc1 | 4% | 8% | -13%
Cc1cccc(N2C(=O)CSC23C(=O)N(Cc2cccc(C(F)(F)F)c2)c2ccccc23)c1 (stereo not given) | ? | ? | -2%
O=C(CC1C(=O)N(c2ccccc2)C(=O)N1CCc1cccs1)Nc1ccc(Cl)cc1 (stereo not given) | -30% | -1% | -10%
COc1ccc(CCNC(=O)CCCCn2c(=O)c3ccccc3n(Cc3ccc(F)cc3Cl)c2=O)cc1OC | -1% | 4% | 6%
COc1cccc(/C=C/c2nc(C#N)c(NC3CCCCC3)o2)c1 | -4% | -7% | 6%
CCc1ccc(NC(=O)N(Cc2cn(CC)c3ccccc23)C2CCCCC2)cc1 | ? | ? | -20%
